# NF-kB neuron act – raises NF-kB expression in human neuronal cells; NF-kB reporter expression; stronger effect = higher value; fold change at 12.5 µM; hit rate 1.6% among 190,000; in the data active = fold change above about 3.3
# ROMK mod – modulators of human ROMK potassium channel | P48048 | Tet-inducible ROMK, thallium flux fluorescence; actives lie on both sides | B-score at 10 µM | hit rate 2% among 130,000 | AID 1918;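 active = signal ratio slope over the read window, or its plate-corrected B-score, at least 3 SD from the plate mean, either direction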;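 note: B-score of the F/F0 ratio slope over 7 to 12 s after thallium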
# Target sequence (P48048 whole entry, looked up): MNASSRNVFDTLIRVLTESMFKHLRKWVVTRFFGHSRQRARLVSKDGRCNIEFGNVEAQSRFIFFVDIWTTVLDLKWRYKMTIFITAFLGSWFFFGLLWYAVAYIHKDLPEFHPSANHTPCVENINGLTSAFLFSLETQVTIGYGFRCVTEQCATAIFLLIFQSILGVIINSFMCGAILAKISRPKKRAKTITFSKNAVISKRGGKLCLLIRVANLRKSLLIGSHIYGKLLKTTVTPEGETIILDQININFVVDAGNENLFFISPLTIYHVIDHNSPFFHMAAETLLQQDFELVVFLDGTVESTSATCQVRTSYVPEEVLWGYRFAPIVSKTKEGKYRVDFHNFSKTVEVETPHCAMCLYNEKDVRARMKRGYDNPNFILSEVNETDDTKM
# APP 5'UTR act – activates APP 5'UTR luciferase reporter. SH-SY5Y APP 5'UTR luciferase reporter, luminescence; zero percent = DMSO vehicle wells. activation, % at 2 µM. hit rate 1% among 190,000. AID 1276;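 active = activation above a set limit, based on mean plus 3 SD of controls, cut at about 140% in these data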; note: values of inactives mirror those of a sister screen read the other way
# FLuc inh counter – Photinus pyralis luciferase inhibition counter-screen; P08659; ATPLite firefly luciferase biochemical luminescence, 10 min; inhibition, % at 10 µM; hit rate 1.5% among 200,000;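 active = inhibition above about 50% when tested at 10 µM, limit read from the data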
# Target sequence (P08659 whole entry, looked up): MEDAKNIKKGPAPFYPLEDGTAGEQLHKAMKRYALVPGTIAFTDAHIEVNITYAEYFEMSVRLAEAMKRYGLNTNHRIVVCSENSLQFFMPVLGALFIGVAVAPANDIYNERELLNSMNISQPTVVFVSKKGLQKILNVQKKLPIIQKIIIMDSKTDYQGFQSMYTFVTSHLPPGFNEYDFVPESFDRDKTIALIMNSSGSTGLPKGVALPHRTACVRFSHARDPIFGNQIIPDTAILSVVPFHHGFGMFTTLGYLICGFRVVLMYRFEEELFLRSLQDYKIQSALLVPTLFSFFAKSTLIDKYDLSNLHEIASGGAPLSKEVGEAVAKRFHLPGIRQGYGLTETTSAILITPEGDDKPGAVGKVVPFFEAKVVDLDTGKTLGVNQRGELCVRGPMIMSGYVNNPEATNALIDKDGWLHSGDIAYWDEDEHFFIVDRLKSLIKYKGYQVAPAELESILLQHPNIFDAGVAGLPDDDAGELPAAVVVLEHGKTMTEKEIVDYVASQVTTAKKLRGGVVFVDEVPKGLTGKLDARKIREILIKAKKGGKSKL
# STAT1 blocker – STAT1 signaling inhibition | hit rate 0.35% among 200,000 | NIH 3T3 STAT1-luciferase reporter, IFN-gamma, luminescence | AID 920 | inhibition, % at 5.5 µM;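 active = inhibition above a set limit, the mean inhibition across all tested compounds plus 3 SD, cut at about 34% in these data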;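 note: 0% = IFN-gamma with DMSO and 100% = IFN-gamma with 300 µM nifuroxazide; values of inactives mirror those of a sister screen read the other way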
# STAT1 activator – STAT1 signaling activation; NIH 3T3 STAT1-luciferase reporter, IFN-gamma, luminescence; 100% = IFN-gamma alone, no compound; activation (% of control), % at 5.5 µM; hit rate 2.6% among 200,000;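 active = activation above the screen-wide mean activation plus 3 SD, cut at about 130% in these data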;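 note: raw ratio to IFN-gamma control signal so 100% means no change and 0% no light; values of inactives mirror those of a sister screen read the other way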
# APP transl inh – APP translation inhibition; inhibition, % at 2 µM; SH-SY5Y APP 5'UTR-luciferase reporter, luminescence; hit rate 0.82% among 190,000;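 active = inhibition above a set limit, derived from the sample mean plus 3 SD, cut at about 45% in these data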; note: values of inactives mirror those of a sister screen read the other way
# STAT3 act – STAT3 signaling activation | U3A cells, IL-6 STAT3-luciferase reporter, luminescence; 100% = signal with IL-6 EC80 alone | activation (% of control), % at 5.6 µM | hit rate 0.91% among 190,000;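 active = activation above the screen-wide mean of compound activation plus 3 SD, cut at about 130% in these data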;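 note: 0% = background luminescence of wells with medium and substrate only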
#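 Test system: STAT3-luciferase reporter U3A cells; Detection: reporter luminescence signal; Times: 1 h compound pre-exposure, 6 h IL-6 stimulation, 37 °C; Benchmarks: IL-6-only high control; Also added: IL-6 stimulus at 33 ng/mL final.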
# FLuc stim CS – firefly luciferase counter-screen for stimulation assays; 200,000 tested, under 10 active; AID 1027; activation factor at 10 µM; P08659; ATPlite luciferase biochemical, luminescence, 10 min; 0 = ATP-free wells, 1 = DMSO control;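 active = luciferase activation factor, scaled between plate controls, of at least 2 with compound at 10 µM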
#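 Material: Luciferase/luciferin reagent mix | Doses: Test compounds dosed from 2 mM stocks in 100% DMSO | Timing: 10 min incubation after luciferase reagent addition, room temperature | Measured by: Luminescence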
# STAT3 blocker – reduces IL-6 driven STAT3 reporter signal; U3A cells, IL-6 STAT3-luciferase reporter, luminescence; host cell line lacks STAT1; inhibition, % at 5.5 µM; hit rate 0.89% among 190,000; AID 862;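 active = inhibition above the mean inhibition across all screened compounds plus 3 SD, cut at about 44% in these data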;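 note: 0% = DMSO only wells and 100% = 100 µM nifuroxazide control wells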
# Numbers without * were called inactive; / = no result given.
molecule	STAT1 activator	STAT3 act	FLuc stim CS	NF-kB neuron act	APP 5'UTR act	FLuc inh counter	ROMK mod	STAT1 blocker	APP transl inh	STAT3 blocker
COc1ccc(/C=C/C(=O)Oc2cccc(/C=N/NC(=O)c3cccc(F)c3)c2)cc1	117	103	1	2.7	33	-2	/	-20	-33	-2
O=S(=O)(NCc1cn2ccccc2n1)c1cc(F)ccc1F	100	101	1	1.1	-11	0	/	0	11	3
CCc1cc(=O)oc2cc3occ(-c4ccc(OC)c(F)c4)c3cc12	99	90	1.1	0.68	-91	-5	/	1	91*	14
COc1ccc(N(C)S(=O)(=O)c2cccc(C(=O)Nc3nnc(C4CC4)s3)c2)cc1	101	99	1	1.2	-10	3	0.28	-2	10	3
COc1cc2c(cc1OC)CN(Cc1cc(=O)oc3cc(C)c(C)cc13)CC2	104	104	1.1	0.93	-2	-8	-0.87	-4	2	-3
CCOC(=O)CNC(=O)c1cn(C)c(=O)c2cc(OC)c(OC)cc12	97	97	1	1	-4	-2	/	3	4	7
CSc1nc(N)nc(SCC(=O)Nc2cccc(F)c2)c1C#N	93	67	1	1.3	17	-2	/	8	-17	41
Cc1cccc(CC(=O)NCCn2c(C)cc3ccccc32)c1	90	96	1	1.1	-12	-2	-0.54	10	12	6
Cc1ccc(C)c(NS(=O)(=O)c2ccc(OCC(=O)NCC3CCCO3)cc2)c1 (configuration not stated)	98	100	1	1	-2	-4	-0.07	1	2	10
COc1ccc(OC)c(Cc2nnc(CCC(=O)N3CCC(N4CCCCC4)CC3)o2)c1	100	103	1	1.2	-5	-3	/	-2	5	-2
CCc1ccc(NC(=O)Nc2ccc3c(c2)N(C)C(=O)CS3)cc1	107	94	1	1.2	11	-2	/	-7	-11	12
CC1Oc2ccccc2C=C1/C=N/NC(=O)c1ccccc1O (configuration not stated)	103	89	0.2	1.3	42	78*	/	-3	-42	12
Cc1cc2cc(CN(CC3CCCO3)C(=S)Nc3ccccc3)c(=O)[nH]c2cc1C (configuration not stated)	102	102	1.1	0.67	-22	-11	-0.12	-2	22	-4
CC(=O)NC1=NC(=O)CS1	103	104	1	1.1	0	-4	/	-4	0	1
COc1ccccc1NS(=O)(=O)c1cccc(NC(=O)Nc2ccccc2)c1	97	101	1.1	1.1	-12	-8	-0.56	4	12	-3
CCOC(=O)C1(Cc2cccc(F)c2)CCN(C2CCOCC2)CC1	97	96	1	1.2	17	-4	-0.026	2	-17	6
CCOC(=O)CSc1nc(C)cc(=O)[nH]1	102	106	1	1.3	10	-2	/	-4	-10	-3
O=c1c2oc3ccccc3c2ncn1Cc1ccc(F)cc1	117	106	1	1.4	-10	-3	-0.58	-20	10	-6
N#C/C(=C\c1cccn1-c1ccccc1)C(=O)NC1CCCCC1	98	106	1.1	0.99	6	-15	/	2	-6	-6
Cc1ccc(Sc2c(C)nn(C(=O)CNS(=O)(=O)c3ccc(F)cc3)c2C)cc1	111	107	1	1.1	-16	0	0.03	-12	16	-5
S=C(NCc1ccncc1)NC1CCCCC1	100	97	1	1.3	11	-5	/	-2	-11	8
CC(C)C(C(=O)OCC(=O)c1ccc2c(c1)NC(=O)CO2)N1C(=O)c2ccccc2C1=O (configuration not stated)	115	98	1	1.1	-2	-3	/	-18	2	9
CC(C)COc1ccc(C(=O)CCN2CCCCC2)cc1	94	99	1.1	0.92	-7	-8	/	7	7	5
C/C(=N\NC(=O)c1ccc([N+](=O)[O-])c(C)c1)c1ccccc1Cl	108	98	1	1.7	16	-2	0.34	-6	-16	0
C=CCn1c(N)c(C(=O)N2CCN(C)CC2)sc1=S	92	100	1	1.1	20	-3	-0.032	4	-20	1
Cc1ccc(OCC(=O)N2CCN(C3=NS(=O)(=O)c4ccccc43)CC2)cc1	98	100	1	1.1	12	-4	/	5	-12	2
Cc1cccc(-n2ncc3c(NCCN4CCOCC4)ncnc32)c1	107	108	0.9	0.84	23	7	-1.2	-8	-23	-2
NC(=O)c1ccccc1NC(=O)Nc1cccc(Cl)c1Cl	95	91	0.9	1	-6	8	-0.59	6	6	11
COc1ccc(Nc2nc(N)nc(CSC(=S)N3CCN(c4ccccc4)CC3)n2)cc1	97	92	1.1	0.63	0	-7	/	3	0	9
CC1CCCN(Cc2c(O)ccc3c2O/C(=C\c2ccco2)C3=O)C1 (configuration not stated)	96	86	1	1.1	-4	0	/	5	4	19
CCCCc1nc2ccccc2c(NC(=O)CN2CCCC2)c1CCC	95	103	1	1.1	-8	-5	-1.6	11	8	-2
CCc1c(C#N)c(SCc2c(C)noc2C)nc2c1C(=O)CC(C)(C)C2	98	106	1	0.84	-6	0	-2.5	2	6	-3
COc1ccc(/C=C2\SC(=S)N(CC(=O)NCCO)C2=O)cc1	106	102	0.7	1.2	5	25	0.81	-9	-5	4
COc1ccc(NC(=O)N2CCCC2C(=O)Nc2ccccc2)cc1 (configuration not stated)	99	92	1	1	1	-3	/	2	-1	13
Cc1ccc(C(=O)CSc2nn3c(=O)c(C(C)(C)C)nnc3s2)cc1	100	105	1	1.3	-6	-1	/	0	6	-1
CCCSC1=C(C#N)C2(CCCCC2)C(C#N)=C(N)N1	89	103	0.9	0.74	-13	9	-0.012	13	13	6
O=C(CSc1nnc(-c2ccccc2Cl)o1)Nc1ccccn1	117	94	1	2.3	129	0	-0.19	-21	-129	13
COc1ccc(NC(=O)COC(=O)c2c(F)cccc2Cl)cc1OC	122	109	1	2	27	4	-0.064	-24	-27	-7
Cn1nnnc1SCC(=O)C(C)(C)C	104	100	1	1.1	-5	4	/	-6	5	8
COC(=O)c1ccc(CNC(=O)COC(=O)CCC2CCCC2)cc1	106	101	1	1	2	-2	/	-7	-2	-6
O=C(CS(=O)CC(=O)N(c1ccccc1)C(C(=O)NC1CCCC1)c1cccs1)Nc1ccc(F)cc1 (configuration not stated)	101	104	1.1	0.72	1	-6	/	-1	-1	1
O=C(Cc1ccc(Br)cc1)N1CCN(c2ccc(F)cc2)CC1	104	103	1.1	1.2	2	-8	-1.8	-4	-2	4
Cc1ccc(C2NC(=O)c3c(sc4c3CCN(C)C4)N2)o1 (configuration not stated)	104	103	1.1	1.2	3	-7	/	-5	-3	3
COc1ccc(C(=O)NCC(=O)OCC(=O)NC2CCCC2)cc1	95	97	1	1.2	6	-2	1.8	4	-6	5
COc1ccccc1-n1nnnc1SCc1cc2c(cc1Br)OCO2	89	101	1	0.96	22	1	/	11	-22	1
O=c1nc2ccccc2c2n1CC(CN1CCN(c3ccccc3F)CC1)N2 (configuration not stated)	102	93	1	0.37	13	-3	/	-2	-13	9
CC(=O)NNc1cc(N2CCOCC2)nc(N2CCOCC2)n1	108	104	1	1.4	-7	-2	-0.22	-10	7	-2
CCOC(=O)C1=C(C)N(C)C(=S)NC1c1ccc(Cl)cc1Cl (configuration not stated)	98	99	1	1	-10	-4	/	2	10	4
O=C(CCCCCn1c(SCC(=O)c2ccccc2)nc2ccccc2c1=O)NCc1ccco1	95	86	1.1	1.2	-12	-10	/	5	12	17
Cc1cc(C)c(S(=O)(=O)Nc2c(C)[nH]c(=O)[nH]c2=O)c(C)c1	101	86	1	1.1	-14	-5	-0.036	-1	14	24
O=C(Cn1nnc2ccccc2c1=O)NCCc1ccc(F)cc1	103	99	1	1.1	-4	-3	0.11	-3	4	9
Cc1cccc(N2CCN(C(=O)c3cc(=O)[nH]c4ccccc34)CC2)c1C	93	100	1.1	0.91	22	-5	/	6	-22	3
Cc1ccccc1Cn1c(CN2CCc3ccccc3C2)nc2c1c(=O)n(C)c(=O)n2C	105	107	1.1	0.95	-20	-7	/	-5	20	-6
CCOc1ccc(C2=CS/C(=C(\C#N)c3nnc4n3CCCCC4)N2CC)cc1	91	78	1.1	0.56	/	-8	-1.5	23	-2	29
Cc1ccccc1NC(=S)N1CCCC1	108	111	1.1	1	0	-5	0.64	-9	0	-8
CCCCNC(=O)CCNC(=O)c1ccc(C(C)(C)C)cc1	97	99	1.1	0.9	-6	-8	0.3	3	6	6
N#Cc1cc([N+](=O)[O-])ccc1Oc1cccc(/C=N/NC(=O)c2ccc(Cl)cc2)c1	102	95	1	1.7	-1	-4	0.014	-2	1	11
CCn1c(SCC(=O)OC)nc2sc3c(c2c1=O)CCC3	100	110	1	1.1	6	-2	1.8	0	-6	-9
COC(=O)Cn1cc(C(=O)OC)cc(Br)c1=O	104	98	1.1	1.1	12	-8	-0.87	-4	-12	8
Cc1ccc2nc(C)c(C(=O)N/N=C/c3ccccc3[N+](=O)[O-])cc2c1	97	102	0.8	1.2	-21	23	0.47	3	21	-5

# Profiles, quoted from the list. Order of values: STAT1 activator | STAT3 act | FLuc stim CS | NF-kB neuron act | APP 5'UTR act | FLuc inh counter | ROMK mod | STAT1 blocker | APP transl inh | STAT3 blocker
# CC(C)COc1ccc(C(=O)CCN2CCCCC2)cc1 as listed: 94 | 99 | 1.1 | 0.92 | -7 | -8 | / | 7 | 7 | 5
# Cc1cc(C)c(S(=O)(=O)Nc2c(C)[nH]c(=O)[nH]c2=O)c(C)c1 as listed: 101 | 86 | 1 | 1.1 | -14 | -5 | -0.036 | -1 | 14 | 24
# Cc1ccccc1Cn1c(CN2CCc3ccccc3C2)nc2c1c(=O)n(C)c(=O)n2C as listed: 105 | 107 | 1.1 | 0.95 | -20 | -7 | / | -5 | 20 | -6

# (next part)
molecule	STAT1 activator	STAT3 act	FLuc stim CS	NF-kB neuron act	APP 5'UTR act	FLuc inh counter	ROMK mod	STAT1 blocker	APP transl inh	STAT3 blocker
Cc1nc2ccc(S(=O)(=O)Nc3cc(-c4nc5cccnc5s4)ccc3C)cc2s1	125	128	0.9	3.3	59	11	0.72	-27	-59	-32
CCN1CC(CN(C)Cc2nc(COc3ccccc3)no2)CC1=O (configuration not stated)	110	96	1	1.2	-6	-4	-0.18	-13	6	8
CCOC(=O)Cn1nc(C)c2ccccc2c1=O	102	88	1	1	10	-1	0.036	-2	-10	16
COc1ccc(OCCSc2nnc(-c3ccc(OC)cc3)n2N)cc1	101	100	1	1.2	-5	1	-0.9	-1	5	4
COc1ccc(NC(=O)c2c(F)cccc2F)cc1S(=O)(=O)Nc1ccc(Br)cc1	99	99	1	0.67	-5	0	0.46	1	5	10
CCCCn1c(O)c(N=Nc2ccccn2)c2ccccc21	96	101	1	0.74	-10	-4	0.91	4	10	-2
Cc1cc(C)nc(NS(=O)(=O)c2ccc(NC(=O)CCN3C(=O)c4ccccc4C3=O)cc2)n1	98	90	1.1	1.1	-10	-9	/	3	10	18
CC1CN(C(c2cccs2)c2sc3ncnn3c2O)CC(C)O1 (configuration not stated)	97	101	1.1	1.2	-9	-6	/	3	9	3
CC(C)C(=O)NC(Nc1ccc(S(N)(=O)=O)cc1)C(Cl)(Cl)Cl (configuration not stated)	94	94	1	1.3	-7	0	-0.21	9	7	5
CCOc1nc(C)ccc1-c1noc(CC)n1	94	106	1	1.1	4	0	/	6	-4	-2
Cn1c(SCC#N)nnc1-c1cccnc1	102	98	1.1	1	3	-8	-0.62	-2	-3	7
O=C(COC(=O)Cn1cnc2ccccc21)Nc1ccc2c(c1)OCCO2	104	97	1.1	0.97	2	-5	/	-5	-2	8

# Compound activity (PubChem BioAssay)
